Compound activity from PubChem.
CHX counter – affects cycloheximide protein synthesis inhibition readout, counter-screen; cell reporter, cycloheximide protein synthesis inhibition counterscreen; max response, %; actives 12% (n = 300,000); in the data active = max response mostly above about 13%, no sharp cut-off; inactive = mostly below about 14%; also: read at 38.3 µM for the half of the compounds with a filed dose; 0% is about no effect
Pf growth 48h – inhibits P. falciparum growth in the first generation, 48 h. P. falciparum luciferase growth in erythrocytes, 48 h. Potency, µM (highest dose often 28.7 µM), inactives show at the top dose activity change, negative = inhibition, most hits filed as inhibitors. actives 5.9% (n = 310,000); also: potency is read from the fitted curve at half-maximal effect; % is scaled to controls: 0 for no effect and ±100 for the full control effect
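Erythrocytes infected with P. falciparum carrying an integrated firefly luciferase reporter (2% hematocrit, 0.1% parasitemia final) were exposed to compounds in RPMI 1640 with 0.5% Albumax at 37 C, 5% CO2. Growth inhibition was scored as reduced luminescence.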
Pf growth 96h – P. falciparum growth inhibition at 96 hour, primary screen for plastid delayed-death inhibitors; Potency, µM (highest dose often 28.7 µM), without a hit: at the highest dose activity change, negative = inhibition, usual class: inhibitors; actives 6.9% (n = 320,000); P. falciparum luciferase reporter growth, 96 h; also: potency is read from the fitted curve at half-maximal effect; % is scaled to controls: 0 for no effect and ±100 for the full control effect
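96 h incubation, 37 C, 5% CO2, of luciferase-reporter P. falciparum-infected RBCs (2% hematocrit, 0.05% parasitemia final) with test compounds; endpoint luminescence.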
Shiga inhibitor – Shiga toxin inhibition; inhibition, % at 38.7 µM; Vero cells, Shiga toxin protein synthesis inhibition reporter; actives 9.2% (n = 290,000); in the data active = inhibition mostly above about 28%, no sharp cut-off; inactive = mostly below about 43%; also: 0% is about no effect
Tb PYK inh – inhibitors of Trypanosoma brucei pyruvate kinase; TbPYK enzyme, Kinase-Glo Plus ATP luminescence, 45 min; Potency, µM (series often up to 76.8 µM), for inactives: top-dose activity, negative = inhibition, usual class: inhibitors; actives 0.12% (n = 410,000); also: potency is read from the fitted curve at half-maximal effect; % is scaled to controls: 0 for no effect and ±100 for the full control effect; nearly all actives have a fitted effect of over 50% in size
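Readout: single end-point luminescence (Kinase-Glo Plus, 10 min). Reaction conditions were TbPYK/substrate plus 130 uM ADP, 45 min at RT, pH 7.2 TEA buffer. No-enzyme wells served as controls, and data were normalized before concentration-response fitting.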
HCV inh – inhibitors of hepatitis C virus infection; Huh7.5.1 HCVcc-Cre infection, luciferase reporter, 44 h; Potency, µM (highest dose often 41.8 µM), inactives show at the highest dose activity change, negative = inhibition, usual class: inhibitors; actives 3.4% (n = 340,000); AID 651820; also: potency is read from the fitted curve at half-maximal effect; % is scaled to controls: 0 for no effect and ±100 for the full control effect
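Reporter virus HCVcc-Cre (~0.5 moi) infects cells exposed to compound; seeding density 1,000 cells/well with 4 h settling beforehand. Luminescence, 15 sec read, taken 44 h post-infection following a 15 min RT substrate incubation.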
LmPK inh – blocks Leishmania mexicana pyruvate kinase activity; AID 1721; Q27686; actives 0.37% (n = 290,000); Potency, µM (highest dose often 57.5 µM), without a hit: at the top dose activity change, negative = inhibition, most hits filed as inhibitors; purified LmPK, Kinase-Glo ATP luminescence, 1 h; also: potency is read from the fitted curve at half-maximal effect; % is scaled to controls: 0 for no effect and ±100 for the full control effect
Target sequence (Q27686 whole entry, looked up): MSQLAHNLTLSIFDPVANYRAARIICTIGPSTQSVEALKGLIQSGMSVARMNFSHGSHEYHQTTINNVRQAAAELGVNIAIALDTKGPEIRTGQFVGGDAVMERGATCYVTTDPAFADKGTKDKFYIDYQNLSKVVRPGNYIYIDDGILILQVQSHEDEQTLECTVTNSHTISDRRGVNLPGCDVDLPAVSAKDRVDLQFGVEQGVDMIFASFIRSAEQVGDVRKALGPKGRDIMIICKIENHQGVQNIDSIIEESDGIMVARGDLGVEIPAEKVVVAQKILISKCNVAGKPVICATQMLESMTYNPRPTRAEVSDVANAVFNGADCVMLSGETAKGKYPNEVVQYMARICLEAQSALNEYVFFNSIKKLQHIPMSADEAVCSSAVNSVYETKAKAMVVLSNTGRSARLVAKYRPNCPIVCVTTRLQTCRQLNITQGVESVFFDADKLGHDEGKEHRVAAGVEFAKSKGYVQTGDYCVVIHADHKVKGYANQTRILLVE
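Kinase-Glo luminescence read after 1 h RT reaction of 0.1 nM LmPK with 0.5 mM PEP and 0.1 mM ADP. Activity scaled between uninhibited and enzyme-free controls.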
* marks the source's active call; other numbers are inactive results; ? = inconclusive; . = no result given; & = joins results of further samples; [ ] = another dose, or the depositor's remark. Unless noted, calls follow the shape of the dose curve; as a rule, active = well fitted curve in the direction sought with a large enough effect; inconclusive = small, poorly fitted or top-dose-only effect, or another doubt; inactive = no such curve, though single readings can be large; an effect the other way counts as inactive or inconclusive. Rows were taken by chance; 24% or so of the library scored in one or more.

SMILES	CHX counter	Pf growth 48h	Pf growth 96h	Shiga inhibitor	Tb PYK inh	HCV inh	LmPK inh
CCCCc1cc(=O)oc2c(C)c(OCC(=O)N3C[C@H]4C[C@@H](C3)c3cccc(=O)n3C4)ccc12	-4.6	?	?	-3.2	-3.6%	-3.0%	-7.9%
CC(=O)C1=C(c2ccc(Br)cc2)C(=O)c2ccccc2C1=O	17.1	?	?	27.4	-5.5%	?	1.2%
O=C(CN1CCCCC1)Nc1ccc(S(=O)(=O)NC2CCCCC2)cc1	-5.4	8.2%	.	-12.9	-2.4%	?	0.8%
COc1ccc(C#Cc2c(C=O)n(C)c3ccccc23)cc1	.	?	?	.	-1.0%	10µM*	.
COc1cccc(CC(CC(=O)O)C(=O)Nc2cc(C)ccc2C)c1 (stereo unspecified)	-1.1	-8.9%	33.4%[activator]	-11.7	1.1%	11.7%	0.6%
Cc1ccc(S(=O)(=O)n2nc(-c3ccco3)nc2SCc2ccccc2)cc1	34.0*	42.9%[activator]	9.2%	85.7*	-8.3%	16.2%&-1.4%	-2.9%
COC(=O)Cn1c(=O)c2c(nc3n2CCCN3CCc2ccc(OC)c(OC)c2)n(C)c1=O	-1.3	?	?	-3.2	4.7%	5.9%	2.1%
Cc1ccc(-c2c(C(=O)N/N=C/c3ccc(OC(C)C)cc3)nnn2-c2nonc2N)cc1	14.2	10.4µM*	?	-5.3	3.7%	6.7%	0.3%
S=C(NCCN1CCOCC1)Nc1ccc(Br)cc1	4.9	-10.3%	240.0%[activator]	14.9	-4.1%	16.8%	2.0%
Cc1cccc(NC(=O)c2nc[nH]c2C(=O)NCc2ccccc2)c1	.	-1.3%	?	.	-2.2%	?	.
CC(=O)c1sc(NC(=O)c2c(F)cccc2F)nc1-c1ccccc1	11.3	18.0%	17.2%	23.1	-10.9%	2.3%	-2.6%
O=C(NC1CCCC1)C1CCN(C(=O)c2ccc(Cl)cc2)CC1	-4.3	17.5%	13.4%	-6.0	-0.5%	17.5%	-2.3%
CCC(=O)N/C(N)=N/c1nc(C)c2cc(C)c(C)cc2n1	8.9	1.65µM*	1.65µM*	20.9	2.3%	?	-0.7%
O=C(Nc1nnc(SCc2ccc(F)cc2)s1)c1ccccn1	40.0*	?	?	93.3*	-6.9%	?	-1.5%
CCn1cc(C(=O)N2CCc3ccccc32)c(=O)c2cc(S(=O)(=O)N3CCOCC3)ccc21	1.1	?	34.2%[activator]	-4.7	-6.5%	19.1%	-1.8%
Cc1cc(NC(=O)CSCCO)no1	-4.7	-12.9%	16.9%	-14.5	6.8%	12.1%	1.7%
CCOC(=O)c1ccc(-c2ccc(CO)o2)cc1	33.6*	123.7%[activator]	100.6%[activator]	83.7*	-13.5%	-17.0%	-25.5%
Cc1cccc(N2CCN(C(=O)COc3cccc4c3OC(C)(C)C4)CC2)c1C	3.9	?	?	-10.2	2.3%	?	-6.7%
CCN(CC)P(=O)(Nc1ccc([N+](=O)[O-])cc1)c1c(C)nn(CCC#N)c1NC(=O)c1ccc(Cl)cc1 (stereo unspecified)	-0.4	?	?	24.9	0.0%	11.7%	-1.7%
O=C(CSc1ncn[nH]1)N1CCN(S(=O)(=O)c2ccccc2)CC1	10.2	.	-28.4%	-8.3	-7.2%	8.7%	1.0%
CC(C)Cc1cc(C(=O)NCc2ccco2)no1	31.9*	135.6%[activator]	?	52.2*	-2.1%	-0.7%	0.5%
COC(=O)c1cc(NC(=O)Cc2ccccc2[N+](=O)[O-])ccc1Cl	18.2	-12.7%	?	6.3	2.2%	?	2.2%
O=C(c1ccc(Sc2ccc(F)cc2)c([N+](=O)[O-])c1)N1CCOCC1	15.2	?	?	-7.4	-0.7%	2.4%	0.9%
CN(C)/C=C/C(=O)c1cccc(C(F)(F)F)c1	8.0	30.9%[activator]	29.8%	28.2	-5.4%	22.8%	-7.7%
COCCn1c(SCC(=O)NNC(=O)c2cc(Cl)ccc2OC)nnc1-c1ccncc1	.	?	?	.	1.1%	5.7%	.
COCCNC(=O)CN(C)S(=O)(=O)c1ccc2c(c1)OCCO2	-3.3	26.3%	85.9%[activator]	15.6	-16.9%	5.5%	0.9%
Cc1c(C(=O)NC(C(C)C)C(C)C)cccc1[N+](=O)[O-]	-1.1	13.6%	13.7%	-1.0	-9.5%	4.5%	-2.1%
Cc1ccc(C(=O)/C=C/c2cn(CC(O)CN3CCOCC3)c3ccccc23)cc1 (stereo unspecified)	29.7*	?	11.7µM*	29.4	0.3%	?	0.5%
O=c1c2ccccc2ncn1-c1ccc2c(c1)OCCO2	31.6*	253.6%[activator]	-11.0%	64.7*	-9.7%	2.7%	-4.8%
CCOC(=O)C1=C(COC(=O)COc2ccc(C#N)cc2)NC(=O)NC1C (stereo unspecified)	-1.0	11.0%	0.3%	7.0	11.0%	28.5%	-5.8%
O=C(CCCn1c(=S)[nH]c2ccc(Br)cc2c1=O)NCc1ccccn1	6.8	9.2%	-4.2%	-6.3	-25.6%	-16.3%	-1.2%
Cc1cc(Cl)ccc1NC(=S)NCCN1CCOCC1	4.0	-2.2%	5.22µM*	-3.5	-17.3%	21.3%	1.4%
CCn1cc(CN2CCN(Cc3ccccc3)C(CCO)C2)c2ccccc21 (stereo unspecified)	-1.0	?	?	-15.6	-7.6%	0.4%	-2.9%
C#CCN(C)[C@H](C)Cc1ccccc1	-4.0	.	.	-7.1	0.0%	?	-1.3%
O=C(NCc1ccccc1)c1ccc2c(c1)C(=O)N(Cc1ccncc1)C2=O	-3.0	-1.0%	22.1%	-20.4	-11.0%	1.0%	-2.7%
COc1cc(C(=O)NC2CCCC2)c(Br)c(OC)c1OC	-1.3	-2.5%	1.3%	-7.4	-1.9%	12.1%	3.4%
O/N=C1/CCCCC1c1ccccn1 (stereo unspecified)	-1.5	3.8%	24.7%	-6.9	4.0%	3.2%	-1.2%
O=C(NCCCN1CCCC1=O)C1CCN(S(=O)(=O)c2cc(C(F)(F)F)ccc2Cl)CC1	.	2.0%	-28.2%	.	-2.1%	7.7%	.
CC(C)[C@H](NC(=O)c1ccccc1)C(=O)OCC(=O)Nc1ccc(Cl)cc1C(F)(F)F	8.6	8.3%	60.1%[activator]	17.5	-0.9%	7.1%	4.4%
COc1ccc(Cc2n[nH]c(=S)n2NC(=O)Nc2ccc(C)cc2)cc1	37.1*	141.7%[activator]	235.1%[activator]	63.4*	-11.3%	14.5%	0.1%
CC(=O)SCC(Cc1ccccc1)C(=O)NCC(=O)OCc1ccccc1 (stereo unspecified)	-3.3	.	.	18.6	.	.	-12.9%
O=[N+]([O-])c1cc(/C=N/N2CCN(Cc3ccccc3)CC2)ccc1Cl	-0.8	10.3%	?	-6.4	-3.3%	-4.7%	-3.3%
Cc1ccc2nc(-c3ccccn3)cc(C(=O)NC(C)C(C)(C)C)c2c1 (stereo unspecified)	-3.7	?	?	-13.3	2.4%	-23.3%	3.9%
CSc1nc(N)nc(SC2C=CCCC2)c1C#N (stereo unspecified)	25.9*	-28.5%	-1.5%	60.2	4.4%	0.0%	-10.8%
O=C(OCc1cc2ccccc2[nH]c1=O)c1ccco1	-3.1	0.0%	6.0%	8.4	3.9%	4.4%	-3.0%
Cc1ccccc1-c1ccc(C=Nc2c(C)n(C)n(-c3ccccc3)c2=O)o1	8.8	48.5%	-16.0%	2.7	13.2%	21.5%	0.2%
Cc1csc(C(C#N)C(=O)c2ccncc2)n1 (stereo unspecified)	-1.5	16.3%	?	15.5	0.5%	13.2%	-1.9%
CCOc1ccccc1N1CCN(C(=O)c2cc(S(=O)(=O)N(C)C)ccc2N2CCCC2)CC1	.	10.4µM*	?	.	-5.7%	?	.

Three compounds out of the list, ordered by molecular weight, descending:
SMILES	CHX counter	Pf growth 48h	Pf growth 96h	Shiga inhibitor	Tb PYK inh	HCV inh	LmPK inh
O=C(NCCCN1CCCC1=O)C1CCN(S(=O)(=O)c2cc(C(F)(F)F)ccc2Cl)CC1	.	2.0%	-28.2%	.	-2.1%	7.7%	.
O=C(OCc1cc2ccccc2[nH]c1=O)c1ccco1	-3.1	0.0%	6.0%	8.4	3.9%	4.4%	-3.0%
O/N=C1/CCCCC1c1ccccn1 (stereo unspecified)	-1.5	3.8%	24.7%	-6.9	4.0%	3.2%	-1.2%

Record cards, from the list above. Order of screens: CHX counter	Pf growth 48h	Pf growth 96h	Shiga inhibitor	Tb PYK inh	HCV inh	LmPK inh
COc1ccc(Cc2n[nH]c(=S)n2NC(=O)Nc2ccc(C)cc2)cc1 reads 37.1*	141.7%[activator]	235.1%[activator]	63.4*	-11.3%	14.5%	0.1%
O=[N+]([O-])c1cc(/C=N/N2CCN(Cc3ccccc3)CC2)ccc1Cl reads -0.8	10.3%	?	-6.4	-3.3%	-4.7%	-3.3%

The listing continues:
SMILES	CHX counter	Pf growth 48h	Pf growth 96h	Shiga inhibitor	Tb PYK inh	HCV inh	LmPK inh
COC(=O)c1ccc(-n2ccnc2)cc1	11.3	44.6%[activator]	6.8%	-12.2	1.2%	15.3%	-8.3%
O=C(N/N=C/c1c(F)cccc1Cl)C(=O)N1CCCCCC1	1.4	-0.9%	12.8%	-11.8	0.2%	14.6%	-12.2%
COc1ccc(C2CC(c3cccs3)=Nc3ccccc3S2)cc1OC (stereo unspecified)	30.8*	28.8%	11.8%	41.1*	-5.9%	11.2µM*	1.7%
C[C@H]1[C@H](OC(=O)CCC(=O)NCc2ccc(C(=O)O)cc2)O[C@@H]2O[C@@]3(C)CC[C@H]4[C@H](C)CC[C@@H]1C24OO3	7.5	0.0185µM*	0.0033µM*	10.6	0.9%	?	-3.0%
CC(=O)Nc1ccc(S(=O)(=O)Nc2nccc(C3Cc4ccccc4C(=O)O3)n2)cc1 (stereo unspecified)	4.8	10.4%	.	-9.5	1.2%	11.1%	-3.5%
Cc1ccc(Nc2cc(-c3ccccc3)nc3ncnn23)cc1	-2.0	4.3%	32.7%[activator]	8.1	3.1%	-13.9%	3.5%
CCOC(=O)c1ccc(NC(=O)c2cc3c(C)nn(-c4ccccc4Cl)c3s2)s1	-1.3	-4.5%	16.2%	14.3	3.9%	?	0.3%
CCOP(=O)(OCC)c1ccccc1OCP(C)(=O)COc1ccccc1P(=O)(OCC)OCC	-7.0	-7.3%[0.00184 µM]	-7.2%	-5.3	-0.9%	0.2%	-0.4%
O=C(Nc1nc2ccsc2c(=O)s1)c1ccc(F)cc1	45.3*	279.2%[activator]	289.6%[activator]	80.8*	-11.8%	-24.1%	-13.1%
CC(=O)NC(CC(=O)O)c1ccc(F)cc1 (stereo unspecified)	-1.3	-3.4%	137.2%[activator]	-5.1	3.8%	16.3%	0.1%
c1csc(-c2noc(CN3CCc4sccc4C3)n2)c1	34.3*	36.6%[activator]	0.2%	39.3*	4.7%	10.6%	7.8%
COc1ccc(C(=O)OCC(=O)Nc2nnc(-c3ccccc3)o2)cc1	-1.2	16.4%	43.0%[activator]	-2.8	0.2%	7.4%	-0.9%
COc1ccc(/C=N/NC(=O)c2cccc(Br)c2)cc1CSc1ccccn1	15.4	16.7%	?	29.4	5.5%	?	4.3%
